Compound activity: PubChem, several laboratories
Tb MetRS inh = T. brucei MetRS inhibitors, primary screen, biochemical, luminescence; 360,000 tested, 0.4% active; inhibition, % at 11.9 µM; purified T. brucei MetRS, ATP depletion, Kinase-Glo luminescence; AID 624268, 2012; methionyl-tRNA synthetase (Trypanosoma brucei brucei);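 active means inhibition above a per-plate cutoff of the control wells' mean inhibition plus 3 SD, cut at about 5.5% in these data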;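 further: 0% = DMSO wells median and 100% = median of wells with control inhibitor compound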
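Dosing: 11.9 µM compound single dose, 0.9% DMSO; Assay system: purified T. brucei MetRS enzyme; Measured by: Kinase-Glo luciferase luminescence reporting remaining unconsumed ATP; Schedule: 15 min plus 2 h at 25 °C.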
SKN-1 block = suppressors of acrylamide-induced Pgst-4::GFP reporter in worms, primary screen, SKN-1 inhibitor project, whole organism, uHTS, GFP/RFP fluorescence ratio, strain VP596; AID 624304, 2012; C. elegans VP596 Pgst-4::GFP/RFP ratio, 24 h; inhibition, % at 21.8 µM; 360,000 tested, 0.49% active;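 active means interference check ratio from 0.5 to 1.5 plus GFP to RFP signal ratio inhibition reaching or exceeding a fixed threshold, cut at about 30% in these data, passing the limit was not always enough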; further: some compounds called inactive have numbers as strong as hits
PABP1 MLLE inh = inhibitors of PABP1 MLLE–PAM2 peptide binding, primary screen, biochemical, fluorescence polarization, FITC-PAM2, GST-MLLE; Polyadenylate-binding protein 1 (Homo sapiens), P11940; inhibition, % at 20 µM; 360,000 tested, 0.36% active; in the data active means inhibition above about 35%, passing the limit was not always enough;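 further: plate controls were DMSO wells with GST-MLLE for no effect and wells lacking GST-MLLE protein for full effect; some results filed as inactive read as strong as hits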
bovine MsrA act = bovine MsrA enzyme activators, primary screen, biochemical, absorbance, HTS; Methionine sulfoxide reductase A (Bos taurus); purified bovine MsrA, absorbance read-out; activation, % at 10.6 µM; 360,000 tested, 0.3% active; in the data active means activation above about 7.5%;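 further: 0% = vehicle and 100% = reference activator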
FAS-TE inh = FAS thioesterase domain inhibitors, primary screen, biochemical, fluorescence intensity, uHTS; Fatty acid synthase (Homo sapiens), P49327; recombinant FAS-TE, OMFH fluorogenic substrate, fluorescence endpoint; inhibition, % at 15 µM; 360,000 tested, 0.67% active;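 active means compounds whose normalised, plate-corrected inhibition of enzyme fluorescence in the single-dose primary screen is 50% or more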;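 further: 0% = DMSO with enzyme and 100% = substrate without enzyme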
MT1-MMP act inh = blockers of MT1-MMP proenzyme processing, primary screen, HT1080 RFP-PRO-GFP cells, GFP/RFP fluorescence; Matrix metalloproteinase-14 (Homo sapiens), P50281; GFP/RFP ratio fluorescence, overnight; percent of plate control window, DMSO zero; GFP/RFP ratio change, % at 20 µM; 360,000 tested, 0.061% active; AID 651647, 2012;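 active means GFP/RFP ratio change of at least 30% with cell ATP level not reduced by more than half and red fluorescence within 50% of control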; further: strong numbers were not always called active
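Material – HT1080 RFP-PRO-GFP cells · Control set – DMSO wells and RFP-L50D-GFP cells · Incubation – overnight cell settling, then overnight compound exposure, 37 °C, 5% CO2 · Compound dosing – single-point 20 µM compound, 1% DMSO · Read-out – GFP/RFP fluorescence ratio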
CendR NRP1 mod = modulators of CendR peptide binding to NRP-1, primary screen, biochemical, fluorescence polarization, uHTS | Neuropilin-1 (Homo sapiens), O14786 | FAM-RPARPAR peptide binding to NRP-1 | inhibition, % at 25 µM | 360,000 tested, 0.85% active | AID 602438, 2012;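 active means inhibition or corrected inhibition above about 18%, plus a signal ratio from 0.5 to 1.5, limit read from the data, passing the limit was not always enough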; further: strong numbers were not always called active
Target sequence (O14786 whole entry, looked up): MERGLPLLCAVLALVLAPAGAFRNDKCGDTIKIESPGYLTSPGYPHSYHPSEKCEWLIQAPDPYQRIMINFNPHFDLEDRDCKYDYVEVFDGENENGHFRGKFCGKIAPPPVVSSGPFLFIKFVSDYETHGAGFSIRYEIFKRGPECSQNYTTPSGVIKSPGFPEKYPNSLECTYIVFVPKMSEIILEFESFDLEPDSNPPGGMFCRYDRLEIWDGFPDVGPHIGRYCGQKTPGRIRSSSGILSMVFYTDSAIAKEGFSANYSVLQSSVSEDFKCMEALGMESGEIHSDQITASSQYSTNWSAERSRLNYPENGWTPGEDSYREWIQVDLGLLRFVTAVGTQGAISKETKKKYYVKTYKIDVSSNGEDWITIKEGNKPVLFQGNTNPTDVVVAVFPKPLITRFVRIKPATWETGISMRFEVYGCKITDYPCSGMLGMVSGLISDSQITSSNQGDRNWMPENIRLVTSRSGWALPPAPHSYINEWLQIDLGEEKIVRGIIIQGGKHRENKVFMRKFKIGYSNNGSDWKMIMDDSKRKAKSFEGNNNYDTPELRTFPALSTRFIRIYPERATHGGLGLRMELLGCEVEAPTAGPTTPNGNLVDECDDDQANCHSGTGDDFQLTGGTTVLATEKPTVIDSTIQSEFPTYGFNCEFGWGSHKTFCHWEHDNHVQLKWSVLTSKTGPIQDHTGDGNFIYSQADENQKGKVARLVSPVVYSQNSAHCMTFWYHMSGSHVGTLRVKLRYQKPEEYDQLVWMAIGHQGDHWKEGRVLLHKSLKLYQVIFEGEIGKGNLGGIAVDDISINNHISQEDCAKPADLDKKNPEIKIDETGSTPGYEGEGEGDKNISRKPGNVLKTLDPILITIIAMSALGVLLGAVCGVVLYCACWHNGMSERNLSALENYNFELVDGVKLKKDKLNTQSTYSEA
eLon inh = inhibitors of E. coli Lon protease, primary screen, biochemical, fluorescence polarization; P0A9M0; purified E. coli Lon protease; inhibition, % at 7.94 µM; 360,000 tested, 0.42% active; in the data active means inhibition above about 13%, passing the limit was not always enough;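 further: 0% = enzyme with probe and DMSO and 100% = no enzyme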
MsrA inhibitor = bovine MsrA enzyme inhibitors, primary screen, biochemical, absorbance, HTS; inhibition, % at 15.5 µM; Methionine sulfoxide reductase A (Bos taurus); AID 651718, 2012; 360,000 tested, 0.75% active; purified bovine MsrA, absorbance read-out; in the data active means inhibition above about 4.5%;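 further: 0% = vehicle wells with enzyme and 100% = reference inhibitor wells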
* = called active by the depositor; x = no result given; & = joins results of further samples.

SMILES | Tb MetRS inh | SKN-1 block | PABP1 MLLE inh | bovine MsrA act | FAS-TE inh | MT1-MMP act inh | CendR NRP1 mod | eLon inh | MsrA inhibitor
COc1ccc(-c2ccc(CN3C(C(C)C)C(=O)N(Cc4cn(CCC5OCCO5)nn4)CCS3(=O)=O)cc2)cc1 (stereo not given) | -0.9 | -1 | -2 | -4 | 18 | 2 | 1 | -4 | 1.7
O=CNC1c2ccccc2CCc2ccccc21 | -0.3 | -9 | 10 | -6 | -9 | 0 | -1 | 10 | 1.7
COc1cccc(NC(=O)C2(C)CCN2C(=O)CCC2CCCC2)c1 (stereo not given) | -0.3 | 3 | 8 | -7 | 7 | 2 | -7 | -15 | 0.4
CCOc1ccc(C2SCC(=O)N2c2c(C)n(C)n(-c3ccccc3)c2=O)cc1 (stereo not given) | -0.3 | -2 | 16 | 1 | -4 | 3 | -18 | 3 | 0.3
Cc1cc(S(=O)(=O)Nc2cccnc2)c(Cl)cc1Cl | -1.8 | 1 | 0 | -10 | 0 | -1 | 2 | -1 | -0.6
CCCc1cc(=O)n2[nH]c(-c3ccc(C)cc3)cc2n1 | -1.1 | -12 | 15 | -4 | -6 | 1 | 6 | -2 | -0.2
Oc1ccc(-c2ccccc2)cc1CN1CCCCCC1 | -0.1 | 18 | 1 | -2 | -11 | -4 | -4 | -1 | 2.2
O=C(CN(c1ccc(Br)cc1)S(=O)(=O)c1ccc(Cl)c([N+](=O)[O-])c1)NCC1CCCO1 (stereo not given) | 0.4 | -2 | -8 | -3 | 19 | -5 | 7 | -6 | 0.5
CC(=O)Nc1nc(SCC(=O)NCC2CCCO2)[nH]c(=O)c1NC(=O)c1cccs1 (stereo not given) | -1.4 | -5 | 28 | -15 | -13 | 7 | 1 | 0 | -0.1
CCn1cc(C(=O)Nc2ccc(OC)c(OC)c2)c2cc(OC)c(OC)cc2c1=O | 0.5 | 4 | 2 | -3 | -7 | 2 | -4 | -8 | -0.3
CCOC(=O)C1CN(S(=O)(=O)c2ccc(C)cc2)c2ccccc2O1 (stereo not given) | -1.1 | -8 | 2 | -6 | 13 | -3 | -5 | -14 | 0.5
COc1cc(OC)c(C2C(C(=O)Nc3ccccc3)=C(C)Nc3ncnn32)cc1OC (stereo not given) | -1.4 | -1 | -1 | -11 | -9 | 6 | -7 | 7 | 0.8
Cc1ccc(S(=O)(=O)N2CCCCC2)cc1C(=O)Nc1ccc(N2CCOCC2)cc1 | -0.8 | 0 | -6 | -6 | -9 | 10 | -11 | -8 | 1.2
Cc1n[nH]c(=S)n1/N=C/c1ccccc1OCc1ccc(Cl)cc1Cl | 0.1 | -1 | -81 | -2 | -6 | 0 | 2 | 7 | 0.4
O=C(O)CSc1nc(-c2ccccc2)cc(=O)[nH]1 | 0.3 | 2 | -4 | -2 | -6 | 6 | -10 | 11 | 0.0
O=C(N[C@@H](Cc1ccc(O)cc1)C(=O)O)C(c1ccccc1)c1ccccc1 | -0.1 | 10 | 0 | -3 | -11 | -4 | 0 | 3 | -1.2
CCOc1ccccc1NC(=O)CCCc1nc2ccccc2c(=O)[nH]1 | -0.3 | 9 | 6 | -8 | -3 | 5 | 3 | -1 | 0.0
CN1CCN(C(=O)c2ccc(-c3nn(C)c(=O)c4ccccc34)cc2)CC1 | -0.4 | 4 | 7 | -1 | -8 | -1 | 2 | 4 | 1.8
O=C(CN1CCN(c2ccccn2)CC1)Nc1ccc(Oc2ccccc2)cc1 | -0.2 | -12 | 4 | -9 | 7 | 5 | -2 | -7 | -0.6
CN(C)S(=O)(=O)c1cc(NC(=O)CN2CCN(c3ccccc3O)CC2)ccc1Cl | -0.8 | 0 | 1 | -8 | 1 | 4 | -9 | 6 | 0.0
CCOc1ccc(N(C(=O)c2snc(C(N)=O)c2N)C(CC)C(=O)NC2CCCC2)cc1 (stereo not given) | 0.1 | 3 | -1 | 0 | 6 | -1 | 3 | -3 | 1.2
CCOC(=O)Cc1c(C)nc2c(-c3ccccc3)c(-c3ccccc3)[nH]n2c1=O | -1.2 | 7 | -11 | -10 | 8 | 0 | -6 | 8 | x
CCOP(=O)(OCC)C(NC(=O)Nc1ccccc1)c1ccccc1 (stereo not given) | -0.8 | -3 | -2 | 2 | -9 | 0 | 14 | -22 | 0.7
Cc1ccc(NC(=O)CCC(=O)c2cccs2)cc1F | -0.8 | 4 | 5 | -10 | 1 | -1 | 5 | -13 | -0.3
COc1ccc2ccccc2c1C1CC(=O)N2CN(C)CSC2=C1C#N (stereo not given) | 0.0 | 6 | 6 | -1 | 0 | -4 | 0 | 12 | 0.6
COc1ccccc1/C=C/CN1CCN(Cc2ccc(C)o2)C(CCO)C1 (stereo not given) | -0.5 | 0 | 5 | -1 | -3 | -1 | -4 | 0 | 0.3
O=C(C=C1SCCS1)/C=C/c1ccco1 | -0.9 | 7 | 8 | -1 | -4 | -3 | -24 | -8 | 1.4
COc1ccc(-n2c(-c3ccc(Br)cc3)nc(=S)c3c2CCCC3)cc1 | -0.2 | -4 | 30 | -3 | 8 | -2 | -26 | 3 | -0.6
O=C(N/N=C/c1ccc(F)cc1)c1cc[n+]([O-])cc1 | -1.0 | 17 | -1 | -1 | -2 | 1 | 6 | 0 | 1.1
COc1cccc(C(O)c2nc(-c3ccccc3)cs2)c1 (stereo not given) | 0.0 | 18 | 2 | -2 | 3 | -3 | -10 | -11 | -0.8
Cc1csc(/C(C#N)=N/O)n1 | -0.5 | -1 | -9 | -5 | -7 | -3 | 7 | -5 | -0.6
C/C(=N\NC(=O)c1cnccn1)c1ccc([N+](=O)[O-])cc1 | -0.5 | -11 | -2 | -2 | -6 | 3 | -6 | 2 | 1.6
O=C(Nc1ccccc1F)NC1CCCc2ccccc21 (stereo not given) | 0.1 | 7 | 2 | 2 | 4 | -5 | -4 | -5 | 1.4
COc1ccc(CC2(CO)CCN(Cc3cnn(-c4ccccc4)c3)CC2)cc1 | 0.4 | -10 | -4 | -4 | -2 | 1 | -3 | -10 | 0.2
CN(CC(=O)Nc1cccc(F)c1)C(=O)c1ccc(N2C(=O)c3ccccc3C2=O)cc1 | -0.2 | -1 | 9 | -8 | -2 | 0 | 0 | -2 | -0.1
Cc1ccc(NS(=O)(=O)c2ccc(NC(=O)C3CCCO3)cc2)cc1 (stereo not given) | 0.0 | 27 | -2 | 1 | -4 | -1 | -1 | 0 | -1.3
Cc1nc2ccccc2c2nc3ccccc3n12 | -0.1 | 19 | -3 | -2 | -4 | 6 | -16 | -9 | -0.1
Cc1cccc(Nc2ncnc3onc(-c4cccc(Cl)c4)c23)c1 | -0.3 | -8 | -5 | -3 | 17 | -1 | 16 | 4 | -0.5
CC1CN(c2cc(-c3ccccc3)c3ccccc3n2)CC(C)O1 (stereo not given) | 0.4 | -1 | -5 | -4 | 19 | -2 | 1 | 2 | 0.3
O=C(/C=C/c1ccco1)N1CCN(S(=O)(=O)/C=C/c2ccccc2)CC1 | -0.6 | 2 | 4 | -4 | 3 | 2 | -16 | 5 | 1.2

Reprinted at random: 3 entries already listed
SMILES | Tb MetRS inh | SKN-1 block | PABP1 MLLE inh | bovine MsrA act | FAS-TE inh | MT1-MMP act inh | CendR NRP1 mod | eLon inh | MsrA inhibitor
O=C(C=C1SCCS1)/C=C/c1ccco1 | -0.9 | 7 | 8 | -1 | -4 | -3 | -24 | -8 | 1.4
C/C(=N\NC(=O)c1cnccn1)c1ccc([N+](=O)[O-])cc1 | -0.5 | -11 | -2 | -2 | -6 | 3 | -6 | 2 | 1.6
O=C(N/N=C/c1ccc(F)cc1)c1cc[n+]([O-])cc1 | -1.0 | 17 | -1 | -1 | -2 | 1 | 6 | 0 | 1.1

The list continues:
SMILES | Tb MetRS inh | SKN-1 block | PABP1 MLLE inh | bovine MsrA act | FAS-TE inh | MT1-MMP act inh | CendR NRP1 mod | eLon inh | MsrA inhibitor
CCCCCn1c(=NC(=O)c2ccco2)c(C(=O)OCC)cc2c(=O)n3ccccc3nc21 | -0.3&0.7 | 14&5 | 7&9 | -1&-2 | 34&31 | 2&-3 | -11&-30 | -9&-7 | 0.7&-0.3
CC1CCN(S(=O)(=O)c2cnc[nH]2)CC1 | -0.1 | 8 | 6 | 0 | -6 | 0 | 9 | -7 | 0.1
COc1ccc(/C=C/C(=O)c2ccc3c(c2)OCO3)cc1OC | -0.2 | 8 | 5 | -2 | 12 | 2 | -1 | 14 | 0.8
COc1ccc(C2=NOC(C(=O)N3CCN(C(=O)c4ccco4)CC3)C2)cc1OC (stereo not given) | 0.1 | -1 | -4 | -3 | -2 | 1 | 15 | -7 | -0.4
CCCCn1nc(C(=O)N[C@@H](CCSC)c2nc3ccccc3[nH]2)c2ccccc2c1=O | -1.0 | 0 | -2 | -3 | 13 | -4 | 24 | -4 | 0.5
O=C(O)CCCNS(=O)(=O)/C=C/c1ccccc1 | -0.8 | -17 | 9 | -8 | -11 | -3 | 5 | 7 | 0.9
CC1(C(=O)NS(=O)(=O)c2ccc(C#N)cc2)CCN1C(=O)Cc1cc(F)ccc1F (stereo not given) | -0.2 | 16 | 8 | -2 | -6 | 1 | -2 | -8 | 1.1
CCOC(=O)c1c(C)n(C)c2ccc(OCC(N)=O)cc12 | -0.5 | 4 | 2 | -1 | 2 | 2 | -2 | 1 | -0.6
COc1cccc(OC2(C)CCN(Cc3cccn3-c3nccs3)C2)c1 (stereo not given) | -0.2 | 16 | 2 | -2 | -2 | 1 | 8 | -8 | -0.3
Cc1cc(C)c(S(=O)(=O)N2CCCc3ccccc32)c(C)c1 | 0.2 | 19 | -20 | -3 | 31 | -2 | 4 | -5 | -1.0
CCn1cc(/C=N/O)c(C)n1 | 0.0 | -6 | -6 | -2 | -8 | -1 | -3 | -6 | -0.2
CC(C)NC(=O)c1ccccc1NC(=O)C(C)Oc1ccccc1 (stereo not given) | -0.7 | 3 | 8 | -7 | 0 | 3 | 3 | -2 | 0.4
Cc1cc(C(F)(F)F)nn1CC(=O)Nc1ccc(Br)c2cccnc12 | -0.1 | 0 | -10 | 0 | 9 | 2 | 8 | 0 | 0.8
COc1ccc(-c2[nH]nc(-c3ccccc3)c2-c2nc3ccccc3[nH]2)cc1 | -0.3 | -25 | 1 | -10 | 2 | -4 | 4 | -2 | 1.2
Cc1ccc2oc(=O)cc(CN3CCC(C)CC3)c2c1 | -0.7 | 7 | 2 | 2 | 4 | 2 | -5 | -7 | 1.4
CC(C)[C@H](NC(=O)c1ccc(Cl)cc1)C(=O)OCC(=O)N1CCN(c2ccccc2)CC1 | -0.2 | 14 | -67 | -4 | 1 | 3 | 1 | -10 | -0.6
COc1ccccc1CNC(=O)C(C)Oc1ccccc1 (stereo not given) | 0.2 | -10 | 4 | -3 | -4 | -2 | 8 | -4 | -0.6

An unsorted share of the library. About 4% of those tested had a hit in this group.
